ELG1 genotox – inducers of genotoxicity in HEK293T ELG1-luciferase cells; HEK293T ELG1-luciferase reporter, luminescence, 16 h; 330,000 tested, 1.3% active; Potency, µM (doses to about 46 µM), for the others: at the highest dose activity change, positive = activation, usual class: activators; also: potency is read from the fitted curve at half-maximal effect; % of control where 0% means no effect; nearly all actives have a fitted effect of over 60% in size
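Quantitative HTS format in 1536-well plates. HEK293T ELG1-luciferase reporter cells receive test compound and are incubated 16 hr at 37 °C, 5% CO2; ONE-Glo added, 30 min room temperature, then luminescence read.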
a7 integrin act – integrin-mediated muscular dystrophy alleviation activation; alpha7betagal myoblasts, beta-gal FDG fluorescence, 48 h; Potency, µM (titrated, usually from 38.3 µM), for inactives: at the highest dose activation, actives largely listed as activators; 350,000 tested, 0.064% active;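 also: potency is read from the fitted curve at half-maximal effect; 100% = response of the positive control SU9516; nearly all actives have a fitted effect of over 60% in size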
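Alpha7betagal+/- myoblasts (passage 13) were plated 16-24 hr, then exposed to compounds (1:260 dilution of DMSO stock) for 48 hours at 37C. After MPER lysis, β-galactosidase reporter activity was read as FDG fluorescence (ex 480/em 540) after 30 minutes.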
TRPV1 agonist – human TRPV1 agonism; Q8NER1; TRPV1-expressing cells, Fluo-8 calcium influx, agonist mode; activation, % at 8.33 µM; 320,000 tested, 0.19% active; in the data active = activation above about 80%; inconclusive = between about 30% and that limit; also: 0% is about no effect
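Cells expressing TRPV1 were dye-loaded with Fluo-8 and read kinetically: 10 s baseline, 3 min after compound (agonist portion), then 2 min after EC20 capsaicin (allosteric enhancer portion). Calcium-bound dye fluorescence at 480/520 nm.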
uPA surface inh – blocks generation of uPA at the cell surface | cell surface uPA generation assay, qHTS | Potency, µM (titrated, usually from 38.3 µM), for inactives: at the top dose activity change, negative = inhibition, most hits filed as inhibitors | 330,000 tested, 0.31% active | AID 540303; active = well fitted inhibition curve with a large enough effect; inconclusive = small, poorly fitted or top-dose-only effect; inactive = no such curve, though single readings can be large or run the other way; tested in mouse RAW 264.7 cells; also: potency is read from the fitted curve at half-maximal effect; % is scaled to controls: 0 for no effect and ±100 for the full control effect; nearly all actives have a fitted effect of over 55% in size
USP2a inh – inhibitors of human ubiquitin-specific protease USP2a. O75604. USP2 core, Ub-CHOP2 coupled fluorogenic reporter, 485/531. Potency, µM (highest dose often 38.3 µM), for the others: at the top dose activity change, negative = inhibition, hits mostly inhibitors. 330,000 tested, 0.01% active. AID 463254;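 also: potency is read from the fitted curve at half-maximal effect; plate controls were DMSO wells for no effect and full inhibition by NEM control for full effect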
Target sequence (O75604 whole entry, looked up): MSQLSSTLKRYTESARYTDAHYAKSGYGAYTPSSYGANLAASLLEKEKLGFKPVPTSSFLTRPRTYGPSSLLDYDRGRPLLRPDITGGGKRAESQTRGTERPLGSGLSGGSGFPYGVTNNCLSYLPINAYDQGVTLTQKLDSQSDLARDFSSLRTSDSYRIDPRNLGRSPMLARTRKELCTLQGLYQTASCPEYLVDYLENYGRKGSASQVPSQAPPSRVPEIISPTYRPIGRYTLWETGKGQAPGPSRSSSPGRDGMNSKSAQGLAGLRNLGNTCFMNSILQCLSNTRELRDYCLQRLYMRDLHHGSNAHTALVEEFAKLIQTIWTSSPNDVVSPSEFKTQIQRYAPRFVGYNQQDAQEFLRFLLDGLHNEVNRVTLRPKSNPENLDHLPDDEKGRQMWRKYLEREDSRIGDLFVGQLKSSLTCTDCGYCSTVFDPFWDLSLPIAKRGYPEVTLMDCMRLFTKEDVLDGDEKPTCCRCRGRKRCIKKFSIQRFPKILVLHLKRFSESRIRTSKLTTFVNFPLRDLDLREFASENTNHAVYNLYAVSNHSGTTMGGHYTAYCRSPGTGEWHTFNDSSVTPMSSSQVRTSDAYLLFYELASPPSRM
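Cell-free coupled assay: 10nM USP2 core preincubated 30min RT with compound in Tris-HCl pH 8.0/CaCl2/CHAPS buffer, then 25nM Ub-CHOP2 and 25nM reporter substrate; fluorescence (Ex 485/Em 531) read after 60min RT, normalized to NEM inhibition, concentration-response curves fitted.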
PTAP TSG101 blk – blocks PTAP/TSG101 interaction to inhibit HIV-1 budding; Potency, µM (highest dose often 115 µM), without a hit: top-dose activity change, negative = inhibition, usual class: inhibitors; 340,000 tested, under 10 active; AID 493005; Fluorescence polarization, FITC-PTAP peptide / Tsg101 binding; Q99816; active = well fitted inhibition curve with a large enough effect in the main read-out, with a control signal flat, not every such curve was filed as active; inconclusive = small, poorly fitted or top-dose-only effect, or effect the other way, or a change in a side signal; inactive = no such curve, though single readings can be large or run the other way; also: potency is read from the fitted curve at half-maximal effect; % of control where 0% means no effect
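Fluorescence anisotropy tracks displacement of a FITC-tagged PTAP peptide (50 nM) from the Tsg101 binding domain (10 uM), following a 20 min room-temperature incubation at pH 7.5.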
ASM inhibitor – human S-ASM enzyme inhibition; 340,000 tested, 0.006% active; placental ASM, HMU-PC fluorogenic substrate, 60 min; AID 504937; P17405; Potency, µM (highest dose often 57.5 µM), for inactives: at the highest dose activity change, negative = inhibition, usual class: inhibitors; also: potency is read from the fitted curve at half-maximal effect
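Human placenta-derived ASM preincubated with compound 10 min at room temperature, then reacted with 9 uM (final) fluorogenic HMU-PC substrate for 60 min at 37 C. Stop solution raises pH to 10; fluorescence read at Ex 386/Em 447 nm.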
p53 reactivator – mutant p53 re-activation in reporter cells; H1299 p53-A138V BP100-luciferase reporter, luminescence, 24 h; Potency, µM (doses to about 92.2 µM), without a hit: at the top dose activity change, positive = activation, hits mostly activators; 320,000 tested, 0.063% active; also: potency is read from the fitted curve at half-maximal effect; % of control where 0% means no effect; nearly all actives have a fitted effect of over 45% in size
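H1299 (p53-null), stable ts p53-A138V + BP100-Luc; 1000 cells/well, Opti-MEM/10% FBS; cpd 4 pt, 1:5; 24 h, 37 deg C, 5% CO2; detection reagent 10 min RT; luminescence.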
BRCA1 expr act – activators of BRCA1 expression. Potency, µM (titrated, usually from 46.1 µM), without a hit: at the highest dose activation, actives largely listed as activators. MCF7-BRCA1-FFLuc reporter, luminescence, 48 h; response scale: scaled: vehicle 0%, 10 µM genistein 100%. 380,000 tested, 1.1% active. AID 624202; also: potency is read from the fitted curve at half-maximal effect; nearly all actives have a fitted effect of over 80% in size; some results filed as inactive show a strong effect at the top dose
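Luminescence from a BRCA1-driven firefly luciferase in MCF7 cells was the read-out, taken 15 min after substrate addition following 48 h compound exposure at 37 °C. Data were normalized to a 10 microM genistein control and DMSO vehicle.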
Eya2 inh – blocks the phosphatase activity of human Eya2; O00167; recombinant Eya2, OMFP fluorescence dephosphorylation (OMFP is methylfluorescein phosphate); Potency, µM (series often up to 76.9 µM), for inactives: at the highest dose activity, negative = inhibition, most hits filed as inhibitors; 330,000 tested, 0.006% active; also: potency is read from the fitted curve at half-maximal effect; % is scaled to controls: 0 for no effect and ±100 for the full control effect
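Eya2 protein (added as 0.2 uM solution) was preincubated with compound for 10 min at ambient temperature in 50 mM HEPES pH 7.5, 50 mM NaCl, 5 uM MgCl2, 0.05% BSA, 1 mM DTT. OMFP (added at 50 uM) then reacted 10 min; fluorescence read at 485/525 nm.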
B2AR arrestin – agonists driving beta-arrestin recruitment to human beta2-adrenergic receptor | Potency, µM (series often up to 46.1 µM), without a hit: at the highest dose activation, hits mostly activators | beta-arrestin recruitment to beta2AR, cell-based reporter | P07550 | 330,000 tested, 0.02% active;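 also: potency is read from the fitted curve at half-maximal effect; 0% = DMSO controls and full agonism = EC100 isoproterenol or metaproterenol; nearly all actives have a fitted effect of over 65% in size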
Target sequence (P07550 whole entry, looked up): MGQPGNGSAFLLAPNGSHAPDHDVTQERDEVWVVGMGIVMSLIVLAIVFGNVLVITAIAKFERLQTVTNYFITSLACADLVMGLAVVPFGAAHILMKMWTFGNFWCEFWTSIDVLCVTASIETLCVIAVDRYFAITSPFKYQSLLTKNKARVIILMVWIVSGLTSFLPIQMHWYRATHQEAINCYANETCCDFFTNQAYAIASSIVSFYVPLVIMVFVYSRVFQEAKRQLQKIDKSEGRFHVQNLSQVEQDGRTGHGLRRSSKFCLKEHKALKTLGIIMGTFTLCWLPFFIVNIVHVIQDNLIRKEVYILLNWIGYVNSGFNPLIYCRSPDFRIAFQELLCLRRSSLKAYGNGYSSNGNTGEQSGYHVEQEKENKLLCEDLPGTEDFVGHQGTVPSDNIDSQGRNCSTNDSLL
Active calls of the source: *; ? = inconclusive; nt = not tested or not shown; [ ] = dose if it differs, or a comment. Unless noted, calls follow the shape of the dose curve; as a rule, active = well fitted curve in the direction sought with a large enough effect; inconclusive = small, poorly fitted or top-dose-only effect, or another doubt; inactive = no such curve, though single readings can be large; an effect the other way counts as inactive or inconclusive.

SMILES | ELG1 genotox | a7 integrin act | TRPV1 agonist | uPA surface inh | USP2a inh | PTAP TSG101 blk | ASM inhibitor | p53 reactivator | BRCA1 expr act | Eya2 inh | B2AR arrestin
CCc1n[nH]c(=S)n1/N=C/c1ccc(NC(C)=O)cc1 | -1% | 2% | 2 | 1% | 6% | -2% | 0% | 0% | -5% | 3% | 0.0%
Cc1nc2ccc3nc(NC(=O)c4ccco4)sc3c2s1 | nt | 8% | nt | -6% | nt | 4% | 1% | nt | ? | nt | nt
OC(CNc1nc2ccccc2s1)c1ccccc1 (centres undefined) | ? | 5% | -1 | 1% | 3% | -1% | -1% | 6% | ? | -10% | 0.2%
CCN(CC)N=Nc1ccc(S(N)(=O)=O)cc1 | 1% | 0% | -2 | 3% | 0% | -1% | 0% | 9% | 29% | 1% | -0.2%
O=C(NCc1ccc2c(c1)OCO2)c1cc(-n2cnnc2)ccc1Cl | 0% | 9% | nt | -4% | 2% | -2% | 0% | -12% | -14%[1.84 µM] | -14% | -0.5%
O=C(NCC(=O)N1CCN(C/C=C/c2ccccc2)CC1)c1ccc(Br)cc1 | -4% | ? | nt | 3% | -10% | -3% | -1% | -5% | -15% | -5% | -0.5%
O=C(CS(=O)(=O)c1ccc2ccccc2c1)N1CCCCCC1 | 16% | 7% | 15 | -1% | 4% | 16% | 1% | 2% | 27% | -14% | -0.4%
O=C(COC(=O)c1cccc2ccccc12)Nc1cccnc1Cl | -3% | 12% | 29 | 4% | 0% | -3% | 1% | -3% | 7% | 3% | -0.8%
O=C(Nc1cc2c3c(c1)CC(=O)N3CCC2)c1ccccc1F | 2% | 7% | -4 | 2% | 2% | -4% | 0% | 7% | 27% | -32% | 0.1%
COc1ccc2c(c1)sc1nc(=O)ccn12 | 2% | -7% | -2 | 0% | 2% | -1% | -2% | nt | 27% | -3% | 0.6%
O=C(Nc1nc(-c2ccc(F)c(F)c2)cs1)c1ccc(OCC2CCCO2)cc1 (centres undefined) | -2% | 0% | -6 | 5% | 4% | -1% | -4% | -4% | -29% | 0% | -0.4%
O=C(NC1CCCN(Cc2ccccc2F)C1)c1cccs1 (centres undefined) | -2% | 24% | 28 | -8% | -1% | 0% | 2% | -8% | -6% | 13% | -0.9%
COc1ccc(OC)c(NC(=S)N2CCN(Cc3ccccc3)CC2)c1 | -2% | 17% | 5 | 5% | 3% | -8% | 5% | -1% | 11% | 13% | -0.5%
O=Cc1ccc(N2CCCC2)o1 | 0% | -11% | 1 | -1% | 1% | 0% | -1% | 0% | -18% | 2% | -0.3%
CC(NC(=O)/C(C#N)=C/c1ccc(N2CCOCC2)cc1)c1ccccc1 (centres undefined) | -4% | -45%[inhibitor] | 24 | -4% | 3% | -1% | 76%[activator] | 1% | -36% | 2% | 0.0%
CC1CCCCN1C(=O)C1COc2ccccc2O1 (centres undefined) | 2% | 0% | 4 | 1% | -2% | 1% | 14% | 1% | 2% | 8% | -0.4%
N/N=C/C(=N\Nc1ccc(Cl)cc1)C(=O)c1ccncc1 | 3% | -24% | 4 | 2% | 2% | 0% | -16% | -1% | -25% | 10% | -0.5%
Cc1cccc(NC(=O)CC(=O)Nc2cccc(C)c2)c1 | 0% | ? | 24 | -9% | -3% | 1% | 0% | 6% | 18% | -10% | 0.1%
CSCC(C)N1CCC(Oc2cccc(C(=O)NCc3ccccn3)c2)CC1 (centres undefined) | 0% | 44% | 4 | 15% | 7% | -25% | 7% | -1% | -21% | 8% | -1.1%
CN1CCN(CC(=O)Nc2nc3ccccc3s2)CC1 | 3% | 4% | 4 | 5% | -1% | -3% | -1% | nt | 88% | 0% | -0.4%
CC(=Nc1ccccc1O)c1sc2ccccc2c1O | ? | -46%[inhibitor] | 26 | ? | 0% | 10% | -5% | ? | -4% | 31% | ?
Cc1cccn2c(=O)nc(SCC(=O)c3ccc(Cl)cc3)nc12 | ? | 16% | -1 | -9% | 0% | -3% | -2% | 4% | -10% | -3% | 0.1%
O=C(CSc1nnc2c(n1)[nH]c1ccc(S(=O)(=O)N3CCOCC3)cc12)Nc1ccccc1Cl | -11% | 45% | ? | -14% | 4% | 2% | ? | -10% | -20% | -9% | -0.4%
O=C(O)c1ccc(Nc2nc(-c3cc4ccccc4oc3=O)cs2)cc1O | 9% | 28% | -2 | 3% | 3% | -5% | 101%[activator] | -3% | 77% | -6% | -0.1%
Cc1ccc(CNC(=O)Cc2nc3nc(C)cc(C)n3n2)cc1 | 1% | 10% | -1 | -7% | 6% | 0% | 6% | 7% | -10% | -7% | -0.7%
SMILES | ELG1 genotox | a7 integrin act | TRPV1 agonist | uPA surface inh | USP2a inh | PTAP TSG101 blk | ASM inhibitor | p53 reactivator | BRCA1 expr act | Eya2 inh | B2AR arrestin
O=S(=O)(Nc1ccccn1)c1ccc(C(F)(F)F)cc1Cl | -4% | 4% | -3 | -1% | 4% | -1% | 5% | -4% | 0% | -1% | -0.3%
COc1cccc(/C=N/NC(=O)CNC(=O)CCc2ccccc2)c1O | ? | -23% | 10 | ? | 2% | 2% | 24% | 14% | -59% | 12% | -0.6%
CCOc1ccc(NC(=O)CN2CCC(n3cnc4cc(F)ccc43)CC2)cc1 | -8% | -18% | 11 | 4% | 3% | -5% | 2% | -1% | 4% | -10% | -1.1%
Cc1ccc(SCC(=O)Nc2cccc(S(=O)(=O)N3CCOCC3)c2)cc1C | -2% | -11% | 3 | -3% | 0% | 0% | -1% | 4% | -2% | -19% | -0.1%
Nc1nc(-c2cccnc2)nc(N2CCCCC2)n1 | 4% | -35% | 1 | -6% | 5% | -4% | 3% | 5% | 6% | -1% | -0.9%
COc1cc(NC(=O)COC(=O)c2cc(S(=O)(=O)N3CCOCC3)ccc2F)cc(OC)c1 | 2% | 0% | nt | -3% | 3% | 0% | -4% | -9% | -3% | 5% | -0.3%
CSCCC(C(=O)N(C)CC(=O)Nc1cccc(F)c1)N1C(=O)c2ccccc2C1=O (centres undefined) | -2% | 0% | 1 | -2% | 0% | -1% | -5% | -7% | -18% | 6% | 0.1%
CCn1c(SCC(=O)N(C)C)nc2cc(S(=O)(=O)N3CCOCC3)ccc21 | 0% | -18% | 1 | -4% | 2% | -1% | 3% | 5% | -15% | -26% | -0.2%
Cc1nc(-c2ccc(C(=O)Nc3ccc(F)cc3)cc2)cs1 | 21µM* | -9% | ? | -12% | -1% | -1% | 0% | 0% | ? | 3% | 0.3%
O=[N+]([O-])c1cc(C=Nc2ccc3ccccc3c2)ccc1Br | -2% | -28% | 1 | 4% | -1% | -5% | 5% | 16% | -45% | -27% | 0.0%
Cc1nc(SCc2nc3c(C)cccc3[nH]2)c2oc3ccccc3c2n1 | -7% | nt | nt | -14% | 1% | 2% | -27% | -3% | -65% | 13% | 3.5%
COc1ccc(CN2CCNC(=O)C2CC(=O)NCC2CCOCC2)c(C)c1C (centres undefined) | -5% | -14% | -2 | 2% | 0% | -3% | 0% | -2% | -9% | -4% | -1.6%
O=C(CN(C(=O)CCC(=O)Nc1ccccn1)C1CCCC1)NCc1ccccc1 | 0% | -22% | 3 | 3% | -1% | -1% | 2%[11.5 µM] | 1% | -16% | 2% | 0.3%
CCCCN(C)C(=S)Nc1ccc2nc(N3CCN(CC)CC3)cc(C)c2c1 | 6% | 1% | -1 | 0% | 1% | -8% | 54%[activator] | 25% | -2% | 0% | -1.0%
CCCC[C@H]1COCCS(=O)(=O)N1Cc1ccc(F)cc1 | -2% | 30% | 5 | 4% | -1% | 1% | 4% | 7% | 6% | 1% | -2.5%
N#C/C(=C(O)\C=C\c1ccccc1)c1nc2ccccc2[nH]1 | -2% | 14% | -2 | 3% | 0% | -1% | -1% | 2% | 2% | -3% | 0.3%
CCOc1ccc(NC2=C(Cl)C(=O)N(C3CCCCC3)C2=O)cc1 | 0% | -1% | 2 | 1% | 0% | -4% | 0% | 5% | -27% | -6% | -0.6%
Cc1cc(C)cc(NC(=O)N2CCCC2C(=O)NCc2ccco2)c1 (centres undefined) | -9% | ? | 3 | nt | 0% | -1% | 2% | -3% | -8% | -5% | 0.2%
CC(C)(C)c1ccc(C(=O)NNC(=O)Cc2cccc3ccccc23)cc1 | -22% | 6% | -1 | -5% | 0% | -6% | -5% | 1% | 4% | 25% | 0.8%

Source: PubChem BioAssay
